Assay outcomes as filed in PubChem BioAssay.
Vif-A3F inh – qHTS for Inhibitors of Vif-A3F Interactions: qHTS. HeLa A3F-eYFP + Vif (tagged APOBEC3F with the HIV-1 protein that degrades it), YFP fluorescence increase. Potency, µM (top dose mostly 46.1 µM), without a hit: at the top dose activity, negative = active. 390,000 tested, 0.2% active. AID 602313, 2012; further: potency means the concentration at half of the fitted maximal effect; % of control where 0% means no effect; nearly all actives have a fitted effect of over 65% in size
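HeLa cells stably expressing Vif plus C-terminally eYFP-tagged A3F were seeded, incubated overnight at 37 deg C, dosed with compound, incubated overnight again at 37 deg C. Yellow fluorescence (Ex 488/Em 500-530) reported blocked Vif-mediated A3F-eYFP degradation.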
D1 antagonist – Antagonist of Human D 1 Dopamine Receptor: qHTS. D(1A) dopamine receptor (Homo sapiens), P21728. HEK293 TREx D1 cells, calcium flux, dopamine EC80; active compounds read low. activity change, negative = inhibition, % at 10 µM. 360,000 tested, 3.2% active; in the data active means activity change below about -30%; further: on the % scale 0 is the no-effect control and ±100 the full control effect
Target sequence (P21728 whole entry, looked up): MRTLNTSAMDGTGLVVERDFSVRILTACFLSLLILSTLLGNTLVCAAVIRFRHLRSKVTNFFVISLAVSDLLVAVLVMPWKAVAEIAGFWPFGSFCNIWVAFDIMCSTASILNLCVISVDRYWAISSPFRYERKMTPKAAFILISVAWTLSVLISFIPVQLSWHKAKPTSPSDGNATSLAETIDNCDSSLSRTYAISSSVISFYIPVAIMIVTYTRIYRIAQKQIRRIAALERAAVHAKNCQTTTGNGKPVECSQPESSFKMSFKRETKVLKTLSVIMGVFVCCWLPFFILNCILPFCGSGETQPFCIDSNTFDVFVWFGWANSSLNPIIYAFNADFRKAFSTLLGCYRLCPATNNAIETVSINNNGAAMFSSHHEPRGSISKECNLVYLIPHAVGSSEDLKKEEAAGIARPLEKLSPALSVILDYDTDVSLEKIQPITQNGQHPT
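After overnight tetracycline induction at 30 C, force-coupled D1 HEK293 cells took up a no-wash calcium dye at room temperature. Compounds were added and monitored 180 s, and the response to EC80 dopamine was then recorded.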
GRP78 ERSR act – qHTS for Inducers of the Endoplasmic Reticulum Stress Response (ERSR) in Human Glioma: qHTS; Potency, µM, without a hit: at the top dose activation, actives largely listed as activators; 420,000 tested, 0.02% active; U87-MG GRP78 promoter luciferase reporter, 16 h; AID 602332, 2012; further: potency means the concentration at half of the fitted maximal effect; series mostly up to about 76 µM; % of control where 0% means no effect; nearly all actives have a fitted effect of over 35% in size
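ERSR induction read as luciferase luminescence (Bright-Glo, 10 min at room temperature) in stably transfected human U87-MG glioma cells exposed to compounds for 16 h, using GRP78 as sensor.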
RXFP1 antagonist – qHTS Assay for Antagonists of the Relaxin Receptor RXFP1; Relaxin receptor 1 (Homo sapiens), Q9HBX9; 350,000 tested, 0.59% active; activity change, negative = inhibition, % at 57.5 µM; HEK293-RXFP1, relaxin-stimulated cAMP HTRF, 30 min; active compounds read low;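 active means activity change of -60% or lower, but not beyond a set lower limit; inconclusive means change between -60% and -40%, or beyond the set limit; inactive means change above -40%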; further: on the % scale 0 is the no-effect control and ±100 the full control effect
D2 PAM – HTS Assay for Positive Allosteric Modulators of the Human D2 Dopamine Receptor: Primary Screen for Potentiators; HEK293 T-REx D2, calcium flux, EC20 dopamine potentiation; potentiation, % at 10 µM; 340,000 tested, 0.34% active;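 active means potentiation over 3 SD above the plate norm, cut at about 30% in these data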; further: 0% is about no effect
Target sequence (P14416 whole entry, looked up): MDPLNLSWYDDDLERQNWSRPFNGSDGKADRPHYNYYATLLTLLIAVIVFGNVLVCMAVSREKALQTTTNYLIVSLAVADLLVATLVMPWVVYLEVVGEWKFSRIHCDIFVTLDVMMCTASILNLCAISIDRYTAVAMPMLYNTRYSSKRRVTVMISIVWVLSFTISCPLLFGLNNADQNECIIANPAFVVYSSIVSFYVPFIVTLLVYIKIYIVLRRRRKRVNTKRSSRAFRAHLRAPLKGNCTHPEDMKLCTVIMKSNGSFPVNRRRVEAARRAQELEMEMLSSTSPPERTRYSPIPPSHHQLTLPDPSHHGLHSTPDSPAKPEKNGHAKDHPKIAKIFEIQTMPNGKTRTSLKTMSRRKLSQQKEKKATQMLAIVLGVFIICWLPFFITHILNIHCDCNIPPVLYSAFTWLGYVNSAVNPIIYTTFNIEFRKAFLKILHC
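Using a no-wash calcium dye in inducible, force-coupled HEK293 Trex cells expressing D2, we tracked fluorescence each second for 180 s after compound, then for 180 s after EC20 dopamine to detect augmented signalling.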
RXFP1 ag – qHTS Assay for Agonists of the Relaxin Receptor RXFP1. Relaxin receptor 1 (Homo sapiens), Q9HBX9. HEK293T-RXFP1 cAMP TR-FRET, 30 min; response scale: percent of porcine relaxin response, buffer zero. Potency, µM (titrated, usually from 57.5 µM), without a hit: at the highest dose activation, hits mostly activators. 370,000 tested, 0.3% active; further: potency means the concentration at half of the fitted maximal effect; on the % scale 0 is the no-effect control and ±100 the full control effect; nearly all actives have a fitted effect of over 60% in size; many of its hits are not listed in these tables
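Agonist response is measured as cAMP accumulation in an RXFP1-transfected HEK293T line under PDE4 inhibition. Values are scaled between buffer-only and 29 nM porcine relaxin, and EC50s come from standard Hill equation fits.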
Vif-A3G inh – qHTS for Inhibitors of Vif-A3G Interactions: qHTS. DNA dC->dU-editing enzyme APOBEC-3G (Homo sapiens), Q9HC16. Potency, µM (top dose mostly 46.1 µM), for inactives: top-dose activity, negative = active, usual class: inhibitors. HeLa A3G-eYFP + Vif (tagged APOBEC3G with the HIV-1 protein that degrades it), YFP fluorescence, overnight. 410,000 tested, 0.076% active;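 further: potency means the concentration at half of the fitted maximal effect; on the % scale 0 is the no-effect control and ±100 the full control effect; nearly all actives have a fitted effect of over 60% in size; hits raise eYFP signal because A3G escapes Vif-driven loss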
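HeLa cells stably expressing Vif and C-terminally eYFP-tagged A3G, seeded overnight at 37 deg C, then exposed to compound by pintool overnight at 37 deg C. Rise in yellow fluorescence (Ex 488/Em 500-530, Acumen) marks blocked Vif-driven A3G degradation.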
D1 potentiator – Potentiators of Human D1 Dopamine Receptor: qHTS. D(1A) dopamine receptor (Homo sapiens), P21728. HEK293 TREx D1 cells, calcium flux, dopamine EC20 potentiation. potentiation, % at 10 µM. 360,000 tested, 0.036% active. AID 504651, 2011; in the data active means potentiation above about 30%; further: 0% is about no effect
D1 agonist – Allosteric Agonists of the Human D1 Dopamine Receptor: qHTS; activation, % at 2 µM; D(1A) dopamine receptor (Homo sapiens), P21728; 360,000 tested, 1% active; AID 504660, 2011; HEK293 T-REx D1 cells, calcium flux, agonist mode; in the data active means activation above about 30%; further: 0% is about no effect
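Agonism was scored from calcium flux recorded over 180 s (1 read/s) after pintool compound addition, following a 10-cycle baseline. Cells were inducible force-coupled HEK293 TREx D1, plated overnight at 30 C and loaded with no-wash calcium dye.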
* hit, by the source's call; u = inconclusive; x = not tested or not shown. Unless noted, the call rests on the fitted dose curve; in most records, active means well fitted curve in the direction sought with a large enough effect; inconclusive means small, poorly fitted or top-dose-only effect, or another doubt; inactive means no such curve, though single readings can be large; an effect the other way counts as inactive or inconclusive. Not all compounds are listed; count on the stated rates, not on these rows.

SMILES	Vif-A3F inh	D1 antagonist	GRP78 ERSR act	RXFP1 antagonist	D2 PAM	RXFP1 ag	Vif-A3G inh	D1 potentiator	D1 agonist
CCOc1ncccc1C(=O)OCC(=O)N(CC(C)C)C1CCS(=O)(=O)C1 (configuration not stated)	-13%	-1	-6%	1	6	2.6%	-2%	-3	1
Cc1ccc(-c2n[nH]c(=S)n2/N=C/c2ccc(C(=O)O)cc2)cc1	-1%	6	-4%	6	15	0.5%	0%	1	3
CC1=CC(C)C(C(=O)O)C(C(=O)O)C1 (configuration not stated)	0%	7	-3%	3	3	0.3%	3%	3	6
CCCn1c(SCc2ccccc2)nc2c1c(=O)[nH]c(=O)n2C	0%	-21	-1%	5	-2	3.0%	-2%	7	2
CC(C(=O)NCCN1C(=O)S/C(=C\c2cccnc2)C1=O)N1C(=O)c2ccccc2C1=O (configuration not stated)	-1%	11	-2%	-7	7	0.3%	0%	2	0
O=C1OCC/C1=C\c1ccc2c(c1)OCO2	-8%	5	0%	-5	7	1.0%	-11%	0	0
COc1ccccc1C=NC(CO)C(O)c1ccc([N+](=O)[O-])cc1 (configuration not stated)	1%	20	-4%	-4	2	1.9%	-3%	-8	0
CCCN(C(=O)c1nn(-c2ccc(C)cc2)c(=O)c2c1c1ccccc1n2C)c1ccccc1C	x	-15	x	8	-2	-3.2%	x	5	1
Cc1cc(C)n(CCNC(=O)CC2C(=O)NCCN2Cc2ccc(C)o2)n1 (configuration not stated)	0%	-23	-3%	19	4	-2.3%	-1%	-3	0
Cc1cc(NC(=O)CSc2nc3ccccc3n2CC(=O)N2CC(C)CC(C)C2)no1 (configuration not stated)	-9%	-41*	-1%	-1	0	0.6%	1%	1	-1
CCCc1ccc2oc(C(=O)N3CCC(C(N)=O)(N4CCCCC4)CC3)c(C)c2c1	3%	1	6%	15	x	1.3%	-1%	-4	9
COc1ccc(N=C2C(=O)Nc3c(C)cccc32)cc1	8%	-1	3%	-18	6	2.0%	-8%	1	1
CC(C)CC1(C2CCCC2)NC(=O)NC1=O (configuration not stated)	3%	x	-7%	9	x	x	4%	x	x
COc1ccc(S(=O)(=O)n2nc(OC(=O)c3cccs3)cc2N)cc1	0%	11	-4%	-2	11	-3.0%	3%	2	5
COc1ccc(N(C)C(=O)C2CCN(S(=O)(=O)c3cccc4nonc34)CC2)cc1	-4%	2	-4%	12	14	-4.4%	0%	-7	-2
Cc1ccc(NC2=NC3(CCCC3)N=C(N)N2)c(C)c1	0%	-37*	-3%	-15	-5	3.8%	u	-4	1
Cc1ccc(NC(=O)Cn2c(-c3nonc3N)nc3ccccc32)c(Br)c1	-13%	-10	-4%	-3	-3	-5.5%	-10%	5	2
CC(C)C[C@H](NC(=O)c1nc[nH]c1C(=O)NCC(=O)OC(C)(C)C)C(=O)OC(C)(C)C	-9%	11	-2%	x	1	0.0%	-10%	-1	3
Cc1cnc(C(=O)OCC(=O)Nc2ccc(C)c(S(=O)(=O)N(C)C)c2)cn1	4%	5	0%	1	8	5.9%	-7%	-2	9
COc1cccc(NC(=O)NC2(C(=O)N3CCC(O)CC3)CCCCC2)c1	1%	-4	-5%	-2	2	-2.4%	1%	-9	1
O=C(O)Cc1ccc2sc(-c3ccccc3)nc2c1	7%	7	1%	x	-7	14%	-1%	4	1
COc1ccc(CNC(=O)c2ccccc2NC(=O)C2=C(C)OCCS2)cc1	5%	x	-2%	1	x	x	-3%	x	x
CN(CC(=O)Nc1ccccc1Cl)C(=O)COC(=O)C1CC1	0%	16	-4%	-5	-3	-0.1%	-4%	8	2
O=C(O)c1c2c(nc3ccc(S(=O)(=O)N4CCC(C(=O)NC5CCCCCC5)CC4)cc13)CCCC2	5%	-6	-4%	-4	12	3.0%	-2%	2	0
Cc1c(C(=O)N2CCCCC2)c(S(=O)(=O)N(C)Cc2ccccc2)c(C)n1C	-6%	-7	-4%	18	-3	-4.0%	0%	-8	4
CCN1CCC(=NNC(=O)CC23CC4CC(CC(C4)C2)C3)CC1	-3%	15	-2%	-2	10	-2.1%	-2%	-2	2
Oc1[nH]c2ccccc2c1C=Nc1ccccc1	2%	3	8%	-5	12	-0.4%	1%	-4	1
COC(=O)c1[nH]c2ccccc2c1CN1CCOCC1	15%	2	-1%	-1	-18	-0.1%	1%	-27	3
COC(=O)c1c(NC(=S)Nc2ccc(F)cc2[N+](=O)[O-])sc2c1CCCCC2	-1%	3	-4%	0	-5	0.5%	0%	9	4
O=S(=O)(NCCc1ccccc1)c1ccc(Cl)nc1	-6%	-3	-3%	-10	3	3.7%	1%	-6	1
COc1ccc(NC(=O)CSc2nc3cccnc3n2C)cc1	10%	-5	-1%	-11	20	0.4%	-1%	-5	3
CCOC(=O)c1sc2ccccc2c1S(=O)(=O)Nc1ccc(C(C)=O)cc1	-2%	-13	2%	-1	11	0.7%	-4%	-2	-1
CCOC(=O)N1CCC(=NNC(=O)c2ccc(O)cc2)CC1	-18%	0	-2%	-7	6	3.9%	1%	0	1
CCOCCCNC(=O)C(c1ccc(C)cc1)N1CCOCC1 (configuration not stated)	-3%	-17	-3%	x	-20	1.7%	0%	-2	2
Cc1cccc(C(=O)Oc2ccc(/C=N/NC(=O)c3ccncc3)cc2)c1	-20%	1	-2%	0	7	-0.8%	-3%	-4	7
COc1cc(/C=C/C(=O)O)ccc1OS(=O)(=O)c1c(C)c(C)cc(C)c1C	2%	-5	0%	-7	7	-0.1%	-1%	-1	4
COc1cccc(COC(=O)C2CCN(S(=O)(=O)c3ccc(F)cc3)CC2)c1OC	7%	-9	-2%	-8	-8	2.1%	-1%	-6	31*
CN1CCN(C(=O)c2ccc(Cn3cc(Cl)cn3)o2)CC1	-3%	-11	-5%	-1	-14	-0.1%	0%	-1	2
O=C1CC(c2ccccc2)CC(O)=C1C=NCC1CCCO1 (configuration not stated)	2%	17	3%	-9	-6	-0.2%	-1%	0	3
Cc1cc(/C=C2\SC(=S)NC2=O)c(C)n1C1CC1	-22%	-10	4%	-1	4	2.0%	-13%	-5	21
CN(Cc1ccc2nsnc2c1)C(=O)C1CCC(=O)N(CCc2ccccc2)C1 (configuration not stated)	0%	x	-1%	3	x	x	1%	x	x
COc1ccc(NC(=O)CC(C)CC(=O)NCc2ccc(F)cc2)c(OC)c1 (configuration not stated)	u	-6	-3%	0	0	-1.8%	0%	-3	1
N#Cc1ccccc1S(=O)(=O)N1CCN(CC(O)COc2ccccc2F)CC1 (configuration not stated)	18%	-25	-4%	-14	-6	-5.3%	3%	-2	10
Cc1cc(C)cc(NC(=S)N(CCN(C)C)Cc2cccs2)c1	-4%	8	-3%	-27	x	-1.4%	-1%	-3	3
COc1cc(NC(=S)Nc2cccc(C)n2)cc(OC)c1OC	-3%	3	-3%	8	0	3.3%	1%	-4	0
Cc1cccc(NC(=O)CSc2nnc(-c3ccccc3)n2N)c1C	3%	7	-2%	6	-10	1.8%	1%	-6	1
Cc1ccc(C)c(-n2c3nc(=O)[nH]c(=O)c-3cc3c(C)nn(-c4ccccc4)c32)c1	4%	13	4%	x	-6	1.4%	1%	-3	0
Oc1ccc(Cc2ncc(C(F)(F)F)cc2Cl)cc1	16%	5	2%	27	-2	0.0%	-8%	2	3
CCC(C)[C@H](NC(=O)NCCCOC(C)C)C(=O)OC (some centres not stated)	2%	6	-2%	1	-6	-1.8%	3%	-4	2
